PglD inh: blocks C. jejuni PglD acetyltransferase activity; purified PglD enzyme, DTNB colorimetric CoA detection; inhibition, % at 12.5 µM; actives 0.098% (n = 360,000); in the data active means inhibition above about 16%, passing the limit was not always enough; further: strong numbers were not always called active
INS-1E GSIS act: primary screen for activators of insulin secretion dependent on glucose, INS-1E cells, GLuc reporter luminescence. INS-1E GLuc reporter insulin secretion, 2-3 h. activation, % at 16.6 µM. actives 0.61% (n = 370,000). AID 743287;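 active means lowest replicate activation of at least 40%, so every replicate reaches that level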;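 further: 0% = median of neutral control wells and 100% = median of IBMX positive control wells; some compounds called inactive have numbers as strong as hits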
PAX8 reporter: lowers PAX8-driven luciferase in RMG-I cells; actives 1.2% (n = 360,000); inhibition, % at 12.6 µM; RMG-I TPO-luciferase reporter, SteadyGlo, 24 h;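 active means mean replicate inhibition at least 60% with every replicate also reaching 60%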;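 further: luciferase light reporting Pax8 driven TPO promoter activity; plate controls were median of neutral control wells for no effect and mitoxantrone controls for full effect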
ARNT-TACC3 inh: disrupts binding between human ARNT and TACC3 | inhibition, % at 9.99 µM | Q9Y6A5 | AID 623870 | actives 0.66% (n = 390,000) | AlphaScreen His-ARNT PAS-B/GST-TACC3 binding, luminescence; TACC3 fragment carries E629A point mutation;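 active means mean inhibition of replicates at least 50% and at least half of replicates each reaching 50%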;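 further: 0% = complete ARNT plus TACC3 wells and 100% = ARNT alone without TACC3; many hits fall short of the cut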
Cneo AK release: causes C. neoformans cell lysis. lysis activity, % at 15 µM. adenylate kinase release luminescence, 4 h; normalised: neutral wells 0, clomiphene wells 100. AID 651654. actives 0.2% (n = 360,000);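 active means mean lysis activity across replicates of at least 80%, whatever share of replicates individually reach that level; inactive means mean lysis activity below 80%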
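Assay system: log-phase C. neoformans yeast / Quantity: yeast cell density of 5 × 10^6 cells/mL / Medium: fresh YPD growth medium / Compound: single dose / Timing: static 4 h at 37 °C with compound, 1 h detection / Measured by: adenylate kinase release luminescence / Read-out: lysis from increased AK signal / Benchmarks: Clomiphene as positive lysis control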
Statin myotox sup: protects C2C12 myotubes from simvastatin toxicity; ATP luminescence, 48 h; scaled: DMSO 0, geranylgeraniol control 100; rescue of ATP level, % at 7.49 µM; actives 0.78% (n = 330,000); AID 602340;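 active means mean ATP rescue above about 67%, or every replicate alone reaching that limit, limit read from the data, passing the limit was not always enough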;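 further: myotubes were challenged with 10 µM simvastatin during compound exposure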
LGR2 antag: inhibitors of bursicon-induced Drosophila LGR2 receptor cAMP signaling; HEK293 LGR2, CRE-luciferase, bursicon-stimulated, 4 h; inhibition, % at 9.99 µM; actives 0.35% (n = 380,000); AID 720647;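 active means drop in luminescence signal, shown as inhibition above about 50% in the replicate tests, limit read from the data, passing the limit was not always enough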;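 further: agonist challenge used bursicon conditioned medium at about half maximal strength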
PGC1a acetyl inh: PGC1a acetylation modulation, inhibitor mode. inhibition, % at 15.6 µM. U2OS PGC1a acetylation, AlphaScreen anti-acetyl-lysine; with virally co-expressed GCN5 acetyltransferase. actives 0.17% (n = 350,000);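 active means every replicate shows inhibition of at least 40%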;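 further: 0% = neutral control wells and 100% = positive control wells; some results beyond the cut were filed as inactive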
The depositor's hits bear a star; / = not tested or not shown.

Values run as follows: PglD inh	INS-1E GSIS act	PAX8 reporter	ARNT-TACC3 inh	Cneo AK release	Statin myotox sup	LGR2 antag	PGC1a acetyl inh
- O=C(CN1CCCC1)Nc1ccc(F)cc1
    /	17	-10	-6	/	4	28	-9
- CCCCCCC(=O)N(O)C1CC(=O)N(c2ccc(Br)cc2)C1=O (configuration not stated)
    7	/	-9	/	-2	-19	/	10
- CC(=O)Nc1ccc(Sc2ncccc2C(=O)Nc2ccc(OC(F)(F)F)cc2)cn1
    /	12	/	2	/	/	5	4
- COC(=O)C1(C)NC(c2cccc(C)c2)C2C(=O)N(c3ccc(F)cc3)C(=O)C21 (configuration not stated)
    4	10	-2	4	0	-9	-12	18
- C[C@H](CO)N1C[C@H](C)[C@H](CN(C)S(=O)(=O)c2ccccc2)Oc2ccc(NC(=O)Nc3ccc4c(c3)OCO4)cc2C1=O
    -2	-8	/	3	42	/	15	-4
- COc1ccc(/C=C/C(=O)N2CCN(c3ccccn3)CC2)c2ccccc12
    /	-24	2	12	/	/	2	11
- C[C@H]1CN([C@@H](C)CO)S(=O)(=O)c2ccc(C#CC(C)(C)O)cc2O[C@@H]1CN(C)C(=O)C1CCCCC1
    2	1	/	-1	1	-21	6	-5
- O=C(Nc1cccc2ccccc12)c1ccc(Cn2cc(Cl)cn2)cc1
    /	-10	/	-3	/	/	3	-11
- Cc1ccc(CN(C(=O)c2csnn2)C(C(=O)NC2CCCC2)c2cccnc2)cc1 (configuration not stated)
    6	12	-2	-13	-1	10	16	15
- O=C(COC(=O)C1C2CC3OC(=O)C1C3C2)Nc1cccc(C(F)(F)F)c1 (configuration not stated)
    0	-8	-6	-5	0	7	-2	10
- C/C(=N\NC(=S)NCc1ccccc1)c1ccc(C(C)(C)C)cc1
    5	/	-7	12	0	-5	/	-14
- Cc1ccc(-c2nc(SCC(=O)N(C)C3CCS(=O)(=O)C3)[nH]c2-c2ccc(C)cc2)cc1 (configuration not stated)
    6	/	/	12	0	-3	/	1
- CCOC(=O)CNC(=O)OC1CCN2Cc3ccccc3N=C12 (configuration not stated)
    1	7	9	-14	1	-10	-2	78*
- O=C(CCn1c(=S)oc2ccccc21)NCCC1=CCCCC1
    /	9	5	7	/	/	25	-6
- C/C(=N/NC(=O)c1ccccn1)c1ccncc1
    3	20	-69	13	0	10	-18	6
- Cc1noc(C)c1S(=O)(=O)N(C)C[C@H]1OCCCC[C@H](C)Oc2ccc(N(C)C)cc2C(=O)N([C@H](C)CO)C[C@@H]1C
    0	-6	-3	5	1	7	-2	0
- COc1cc(S(=O)(=O)N(Cc2cccnc2)Cc2ccco2)ccc1-n1cnnn1
    -1	8	/	4	2	-10	11	-15
- O=C(Nc1ccc(Cl)cc1)C1CCN(C(=O)c2cccs2)CC1
    3	-2	-20	-4	1	1	-2	-8
- CCOc1ccc(CCNS(=O)(=O)c2cc3c(cc2C)NC(=O)CO3)cc1OCC
    -2	/	-25	2	3	-2	-24	-15
- Cc1cc(C)n(CC(C)C(=O)O)n1 (configuration not stated)
    -5	9	7	0	1	3	14	-3
- COc1ccc(NC(=O)c2sccc2SCC#N)cc1
    -2	7	/	7	-5	-7	-24	6
- Cc1nnc(SCC(=O)Nc2ccc(O)cc2)c2ccccc12
    1	9	15	2	0	-7	4	2
- O=C(Nc1ccc(Cl)cc1)N[C@@H]1CC[C@H](CCNC(=O)c2ccccc2F)O[C@H]1CO
    -1	-18	-55	-33	3	-1	6	2
- C=CCCC(=O)N1CCC(n2nccc2NC(=O)CCCc2ccccc2)CC1
    3	5	-27	-4	3	/	2	5
- COc1cccc(-c2ccc([C@@H]3[C@@H](CO)N4C(=O)CN(C(=O)C5CCCCC5)C[C@H]34)cc2)c1
    /	1	-10	/	/	/	-19	-2
- CC1CCN(S(=O)(=O)c2ccc(NC(=O)C3CCCCC3C(=O)O)cc2)CC1 (configuration not stated)
    0	/	/	18	2	8	/	-3
- CCN(CC)CCCNC(=O)CC1Sc2ccccc2NC1=O (configuration not stated)
    4	15	/	-2	0	17	-16	1
- CSc1ccccc1C(=O)N1CCN(c2ccc(F)cc2)CC1
    -6	/	-4	-5	-1	-5	/	5
- C#CCOCCOCCOCCNc1nc(N2CCN(C(=O)CCCCCCCCCCNC(=O)Cn3cc(CCCCCN)nn3)CC2)nc(N2CCN(C(=O)CCCCCCCCCCNC(=O)[C@H](CO)n3cc(CCCSC)nn3)CC2)n1
    5	/	/	10	16	-24	/	-7
- CSc1nc(NCC(C)O)c2c3c(sc2n1)CN(C)CC3 (configuration not stated)
    3	15	-41	8	-4	7	-2	/

An excerpt from above in order of molecular weight, rising.
Values run as follows: PglD inh	INS-1E GSIS act	PAX8 reporter	ARNT-TACC3 inh	Cneo AK release	Statin myotox sup	LGR2 antag	PGC1a acetyl inh
- CCN(CC)CCCNC(=O)CC1Sc2ccccc2NC1=O (configuration not stated)
    4	15	/	-2	0	17	-16	1
- O=C(Nc1ccc(Cl)cc1)C1CCN(C(=O)c2cccs2)CC1
    3	-2	-20	-4	1	1	-2	-8
- COC(=O)C1(C)NC(c2cccc(C)c2)C2C(=O)N(c3ccc(F)cc3)C(=O)C21 (configuration not stated)
    4	10	-2	4	0	-9	-12	18
- Cc1ccc(CN(C(=O)c2csnn2)C(C(=O)NC2CCCC2)c2cccnc2)cc1 (configuration not stated)
    6	12	-2	-13	-1	10	16	15

Remaining list, next part
Values run as follows: PglD inh	INS-1E GSIS act	PAX8 reporter	ARNT-TACC3 inh	Cneo AK release	Statin myotox sup	LGR2 antag	PGC1a acetyl inh
- COC(=O)[C@H](c1ccccc1Cl)N1CCc2sccc2C1
    2	-28	-17	-4	0	2	3	3
- O=S(=O)(N[C@H]1CC[C@@H](CCn2cc(-c3cccnc3)nn2)O[C@@H]1CO)c1ccc(Cl)cc1
    -2	-9	17	4	-2	4	-9	-4
- COc1ccccc1NS(=O)(=O)c1cccc(NC(=O)c2cncc(Br)c2)c1
    -4	-22	-7	31	4	-1	22	16
- Fc1ccc(C2Nc3cccc4cccc(c34)N2)cc1
    -2	-4	29	-30	-1	16	-5	3
- C[C@H](CO)N1C[C@H](C)[C@H](CN(C)Cc2ccccc2)Oc2ccc(NC(=O)Cn3cnnn3)cc2C1=O
    -3	5	-8	-8	-7	6	-2	/
- COc1ccc(C(CNC(=O)c2cccc(S(=O)(=O)Nc3ccccc3OC)c2)N2CCOCC2)cc1 (configuration not stated)
    2	-27	5	15	1	-10	35	17
- CN(C)c1ccc(/C=C(/C#N)C(=O)Nc2nc3c(s2)CCN(Cc2ccccc2)C3)cc1
    -3	-9	-50	17	1	5	5	/
- Cc1noc(/C=C/N(C)C)c1S(=O)(=O)N1CCN(c2ccc(F)cc2)CC1
    -3	5	14	-4	0	3	-3	-1
- Cc1cc(SCCOc2ccc(Br)cc2)nc(N)n1
    0	/	-26	-4	2	-17	/	-13
- COc1ccc(-c2cc3nc(NCc4ccc(C)cc4C)n(C)c(=O)c3s2)cc1OC
    -4	6	7	/	-1	2	-12	3
- CCC(=O)NC(=Nc1nc2ccccc2s1)NC(=O)CC
    2	/	/	2	-8	-14	/	4
- CCOC(=O)C1=C(C)NC2=C(C(=O)CC(C)(C)C2)C1c1ccc(O)c(OCC)c1 (configuration not stated)
    5	24	14	-7	-1	5	-2	9
- O=C(C1CCN(CCCc2ccccc2)CC1)N(CCc1ccccc1)Cc1ccccc1
    3	-27	13	5	1	-14	5	-6
- COc1ccc(NC(=O)c2sc(=O)n(Cc3ccc(F)c(Cl)c3)c2C)cc1OC
    2	-19	-4	/	3	22	13	/
- O=C(NCCC1=CCCCC1)C(=O)NCC1OCCCN1S(=O)(=O)c1cc(F)ccc1F (configuration not stated)
    -3	-8	14	3	0	-6	15	0
- Cc1ccc(-c2nc3cc(Br)cnc3nc2-c2ccc(C)cc2)cc1
    /	4	29	2	/	/	29	0
- N#Cc1cnn2c(C(F)(F)F)cc(-c3ccccc3)nc12
    1	44*	-5	-2	2	-5	13	/
- CC1CCCC(C)N1C(=O)c1ccc(CS(=O)(=O)c2ccccc2)cc1 (configuration not stated)
    -2	6	-21	-5	-6	/	4	/
- COCC#Cc1cnc2c(c1)C(=O)N([C@@H](C)CO)C[C@H](C)[C@H](CN(C)C)O2
    4	3	/	-4	3	-11	-12	8
- Cc1ccc(S(=O)(=O)N2[C@@H](c3ccc(F)cc3)C(C(=O)O)=CC[C@H]2c2ccc3c(c2)OCO3)cc1
    6	16	5	-5	7	-4	-3	/
- CCN(CC1COc2ccccc2O1)C(=O)CN1C(=O)NC(C)(c2ccccc2)C1=O (configuration not stated)
    0	-9	4	-2	0	5	4	7
- O=C(NCCc1csc(-c2ccccc2)n1)c1ccco1
    -10	-20	-2	2	1	-21	-5	-3
- COc1cc(/C=N/NC(=O)c2ccoc2C)cc(OC)c1O
    -4	14	0	-2	12	/	-4	7
- COc1cccc(CNC(=O)Cc2csc(Nc3nc(=S)[nH]c4ccccc34)n2)c1
    1	-3	34	6	2	-9	2	/
- O=C(Nc1ccc([N+](=O)[O-])cc1)Nc1ccc(N2CCOCC2)c2nonc12
    0	4	-15	-2	-2	-32	67*	/
- O=C(CCC(=O)CCN1CCCCC1)CCN1CCCCC1
    -3	/	/	0	-1	-5	/	3
- CCCN(CC(=O)Nc1ccccc1OC)Cc1c(O)ccc2ccccc12
    -2	-11	32	0	-2	-1	8	/
- COc1ccc(N2C(=O)c3ccccc3NC2c2ccc(NC(C)=O)cc2)c(OC)c1 (configuration not stated)
    2	19	-20	0	-3	12	2	/
- Cc1ccc(NC(=O)c2cc(-c3ccco3)on2)cc1C
    4	/	/	-6	2	5	/	17
- COc1ccc(Cn2c(C)c(C)c(C#N)c2NC(=O)Nc2ccccc2)cc1
    6	/	-18	/	0	/	/	-11

Given comma-delimited: entries from further up
SMILES,PglD inh,INS-1E GSIS act,PAX8 reporter,ARNT-TACC3 inh,Cneo AK release,Statin myotox sup,LGR2 antag,PGC1a acetyl inh
COCC#Cc1cnc2c(c1)C(=O)N([C@@H](C)CO)C[C@H](C)[C@H](CN(C)C)O2,4,3,/,-4,3,-11,-12,8
Cc1ccc(S(=O)(=O)N2[C@@H](c3ccc(F)cc3)C(C(=O)O)=CC[C@H]2c2ccc3c(c2)OCO3)cc1,6,16,5,-5,7,-4,-3,/

(cont.)
Values run as follows: PglD inh	INS-1E GSIS act	PAX8 reporter	ARNT-TACC3 inh	Cneo AK release	Statin myotox sup	LGR2 antag	PGC1a acetyl inh
- CC(C(=O)NCC1CCCO1)N(C(=O)c1snc(C(N)=O)c1N)c1cccc(F)c1 (configuration not stated)
    3	/	/	-7	-1	/	/	4
- COc1ccc(C#Cc2ccc([C@H]3[C@@H](CO)N4C(=O)CN(C(=O)c5ccccc5)C[C@@H]34)cc2)cc1
    /	-14	-3	/	/	/	28	-4
- Clc1ccc(CNCc2cccs2)cc1Cl
    0	-6	0	-5	12	/	-13	-1
- O=C(C[C@H]1CC[C@@H]2[C@H](COC[C@@H](O)CN2Cc2cc(F)ccc2F)O1)NCc1ccc(Cl)cc1
    1	-14	-5	5	54	-10	-13	-2
- O=C(Cc1ccc(S(=O)(=O)N2CCOCC2)s1)NCCc1ccc(F)cc1
    2	-2	11	-2	3	0	-7	/
- O=C(NCCC1CCCCN1S(=O)(=O)c1ccc(Cl)cc1)C(=O)NCc1ccco1 (configuration not stated)
    7	-27	45	3	-1	12	8	/
- CC(C)(C)NS(=O)(=O)c1ccc(CCC(=O)Nc2cc(Cl)ccc2Oc2ccccc2)cc1
    3	/	/	1	1	/	/	-16
- Cn1c(=S)c2[nH]c(SCCN3CCCC3)nc2n(C)c1=O
    3	5	8	8	3	8	9	8
- CC(C)NC(=O)N(C)C[C@H]1Oc2c(NS(C)(=O)=O)cccc2C(=O)N([C@@H](C)CO)C[C@@H]1C
    1	18	-17	21	-20	11	-5	-2
- CC1CCN(C(=O)CCNC(=O)c2ccccc2Cl)CC1
    5	4	-6	-1	3	-1	-8	6

Source: PubChem BioAssay (Broad Institute)
